# Pf Dd2 inh – inhibitors of Plasmodium falciparum Dd2 growth; hit rate 4.3% among 120,000; AID 1347417; P. falciparum Dd2 growth, SYBR Green, 72 h; Potency, µM (titrated, usually from 28.9 µM), for inactives: top-dose activity, negative = inhibition, actives largely listed as inhibitors; active = well fitted inhibition curve with a large enough effect; inconclusive = small, poorly fitted or top-dose-only effect; inactive = no such curve, though single readings can be large or run the other way;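 also: plate controls were DMSO vehicle for no effect and reference drug for full effect; nearly all actives have a fitted effect of over 65% in size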
#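 Readout: SYBR Green fluorescence, 485 nm excitation, 535 nm emission, after ~16 h lysis at 37C. Before that, Dd2-infected red cells (2.5% hematocrit) grew 72 h with compound, 29 uM top final concentration.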
# The depositor's hits bear a star; i = inactive; ? = inconclusive; [ ] = another dose, or the depositor's remark. Potency is read from the fitted curve at half-maximal effect. An excerpt; rates above refer to the full screens.
Compound	Pf Dd2 inh
COc1cc(C(=O)Nc2sc3c(c2C(N)=O)CCC(C)C3)cc(OC)c1OC (stereo unspecified)	7.0%
CN(C)c1cccc(-c2cnc3[nH]cc(CC(=O)N4CCOCC4)c3c2)c1	i
CCCCCn1c(=O)[nH]c2cc(C(=O)NCc3ccc(OC)cc3)ccc2c1=O	?
O=C(c1cccc(-c2ncc[nH]2)c1)N1CCCC(O)(CN2CCCC2)C1 (stereo unspecified)	9.8%
O=S(=O)(NCCSc1nnnn1-c1ccccc1)c1ccc(F)cc1	-12.7%
O=C(Cc1ccc(F)cc1)N1CCC2(CC1)N=C(c1ccc(Cl)cc1)NO2	i
CCN1C(=O)C2CC3(CCN(C(=O)c4nccn4C)CC3)CN2C1=O (stereo unspecified)	-1.3%
O=C(Nc1ccc([C@H]2OCC(=O)N(Cc3ccccc3)[C@@H]2CO)cc1)c1ccc2c(c1)OCO2	i
O=S(=O)(NCCc1ccc(Cl)cc1)c1ccc(N2CCCCS2(=O)=O)cc1	19.5%
COc1ccc(-n2c(=O)c3c4c(sc3n(Cc3ccccc3)c2=O)CN(C(C)=O)CC4)cc1OC	?
Cc1ccccc1-c1nc2cnccn2c1NCCC(=O)N(C)Cc1ccccc1	?
Cc1noc2c(NC3CCN(C)CC3)cc(-c3ccc(F)cc3)nc12	i
Cc1ccc(Cl)cc1Nc1nn2c(=O)c3ccc(C(=O)N4CCCC(C)C4)cc3nc2s1 (stereo unspecified)	17.8%
CS(=O)(=O)N1CCC(Cc2ccc(C(=O)O)cc2)CC1	0.5%
Cc1ccncc1-c1c(C)nn2c1N(C(=O)c1cccc(Cl)c1)CCC2	-4.7%[44.1 µM]
COc1cc(C2C(C(=O)Nc3ccccc3)=C(C)Nc3nnnn32)cc(OC)c1OC (stereo unspecified)	i
COCC1CN(C2CCC2)CC12CCN(C(=O)CC(C)C)CC2 (stereo unspecified)	-9.9%
Cc1nc2cc(C(=O)N3CCC(Cc4nncn4C(C)C)CC3)ccc2n1-c1ccc(C(C)C)cc1	?
CN1CCC2(CCC1=O)CN(Cc1cccc(Cl)c1Cl)CCN2C (stereo unspecified)	?
CCOC(=O)C1CCC(CN(Cc2ccccc2)S(=O)(=O)c2ccc(Br)cc2)CC1 (stereo unspecified)	44.5%[activator]
Fc1ccc(-c2noc([C@@H]3CCCN3Cc3ccccc3)n2)nc1	i
O=C(Cn1nc2c(cc1=O)CCCC2)NC1CCN(Cc2ccc(F)cc2)CC1	5.4%
COc1ccc2c(c1)CN(CC1CCCCC1)CC[C@H]1COC(=O)N21	?
Cc1ccccc1-c1ccnc(-c2nnc(C)n2Cc2ccccc2)c1	i
Cc1oc(-c2cccc(Cl)c2)nc1CS(=O)(=O)CC(=O)NCc1ccccc1Cl	14.2%
COc1ccc(C(=O)N2CCC3(CC2)OC(=O)N(Cc2cccnc2)C3(C)c2ccccc2)cn1 (stereo unspecified)	-1.0%
CCC(=O)Nc1ccc(C2(C(=O)N3CCN(c4ccccn4)CC3)CCCCC2)cc1	-27.3%
Cc1ccc(-n2ncc3c(N4CCCCCC4)ncnc32)cc1C	i
O=C(NCc1ccc(F)cc1)c1nc(-c2cccnc2)c2cnccn12	?
COc1ccc(Cl)cc1NC(=O)CSc1nc2c([nH]c3ccccc32)c(=O)n1-c1ccccc1	4.47µM*
CN(Cc1ccsc1)C1CCc2ccccc21 (stereo unspecified)	-13.3%[44.1 µM]
O=C1NC2(CN(Cc3cccnc3)C2)Oc2ccccc21	-10.3%[44.1 µM]
CCc1ccc(-c2nc3c(c(SCc4ccccc4)n2)Cc2c(CO)cnc(C)c2O3)cc1	?
CC(C)c1ccc(Nc2ncnc3onc(-c4ccc(F)cc4)c23)cc1	-1.4%
COc1ccc(NC(=O)c2cc3c(N4CCCC4)nc(C)cn3n2)c(OC)c1	i
Cc1noc(-c2cccc(F)c2)c1C(=O)NCCCCc1ccccc1	-24.8%
N#Cc1cccc(C(=O)N2CCCCCCNC(=O)[C@@H]3CCCC[C@@H]32)c1	23.3%
O=C(CCCCn1c(=O)c2ccccc2n(CC(=O)Nc2cccc(F)c2)c1=O)NCc1ccccc1Cl	21.9%
COc1cccc(N2CC(C(=O)N(C)C)NC2=O)c1 (stereo unspecified)	7.6%[44.1 µM]
COc1ccc(CN(C)Cc2ccncc2C)c(OCC(O)CN2CCCC2)c1 (stereo unspecified)	2.82µM*
COc1ccc(C2CC(=O)NC(NC(=O)c3ccc(Br)cc3)=N2)c(OC)c1OC (stereo unspecified)	i
Cc1c(C2c3nc[nH]c3CCN2Cc2ccc(CO)o2)oc2ccccc12 (stereo unspecified)	-14.6%
CN(Cc1ccc(OC(F)(F)F)cc1)C1CCc2ccccc21 (stereo unspecified)	-12.0%[44.1 µM]
O=C(c1ccc2nccnc2c1)N1CCC2(CC1)Nc1ccccc1NC2=O	-12.6%
Cc1cnn(CCC(=O)N2C[C@@H](CO)[C@H](c3ccccn3)C2)c1	-2.2%
Cc1ccc(C)c(N2CCN(c3nc4ccccc4n4c(C)nnc34)CC2)c1	?
CCC(=O)N1c2ccccc2CC1C(=O)N1CCN(c2cccc(OC)c2)CC1 (stereo unspecified)	42.5%[activator]
O=C(O)c1ccc(CN2CCC(Cc3cccc(C(=O)O)c3)C2)cc1 (stereo unspecified)	19.7%
COc1cccc(CC(=O)N2CCC3(CC2)OC(=O)N(Cc2ccccc2F)C3(C)c2ccccc2)c1 (stereo unspecified)	-26.1%
Cc1ccc(C2Cn3nnc(C(=O)Nc4ccc(F)c(Cl)c4)c3CO2)cc1 (stereo unspecified)	?
COc1ccccc1CNC(=O)CN1C(=O)CSc2ccc(S(=O)(=O)N3CCCC3)cc21	-16.0%
CCOc1ccc(C(=O)N2CCN(c3cc(-c4ccc(F)cc4)[nH]n3)CC2)cc1OCC	i
CC1=C(C(=O)Nc2cccnc2)C(c2ccccc2)n2nc(-c3ccc(O)cc3)nc2N1 (stereo unspecified)	-12.9%
Cc1ccccc1CCC1CCCN(C(=O)CCc2cnccn2)C1 (stereo unspecified)	i
Cc1n[nH]c(C)c1CCC(=O)N1CCC(c2nn(C)c(=O)n2C2CCCC2)CC1	-7.1%
COc1ccc(-c2nc(C)c(CCNC(=O)c3cccs3)s2)cc1OC	-9.6%
COc1ccc(C(=O)c2oc3ccccc3c2NC(=O)COc2cccc(C)c2)cc1	31.6%[activator]
CN(CC1CCOCC1)C(=O)NCCc1ccccc1	-26.1%
COc1ccc(OCC(=O)N2CCN(c3cc(-c4ccccc4)[nH]n3)CC2)cc1	i
CS(=O)(=O)N(C1CCOCC1)C1CNC1	1.6%

# Reformatted field by field: four of the compounds above.
> CCC(=O)N1c2ccccc2CC1C(=O)N1CCN(c2cccc(OC)c2)CC1 (stereo unspecified)
- Pf Dd2 inh: 42.5%[activator]

> O=C(O)c1ccc(CN2CCC(Cc3cccc(C(=O)O)c3)C2)cc1 (stereo unspecified)
- Pf Dd2 inh: 19.7%

> COc1cccc(CC(=O)N2CCC3(CC2)OC(=O)N(Cc2ccccc2F)C3(C)c2ccccc2)c1 (stereo unspecified)
- Pf Dd2 inh: -26.1%

> Cc1ccc(C2Cn3nnc(C(=O)Nc4ccc(F)c(Cl)c4)c3CO2)cc1 (stereo unspecified)
- Pf Dd2 inh: ?

# Next section:
Compound	Pf Dd2 inh
Cc1ccccc1CNC(=O)c1ccc(-c2nc(CS(=O)(=O)c3ccccc3)c(C)o2)cc1	?
C[C@@H]1C(=O)O[C@H]2[C@H]1CC[C@@]1(C)Cc3sc(NC(=O)CCC(=O)O)nc3[C@@H](C)[C@H]21	?
CCCS(=O)(=O)N1C[C@@H](Oc2cccnc2)C[C@@H]1C(=O)NCCOC	-5.2%
CC(=O)N1CCC(Cc2noc(C3CC3)n2)C1 (stereo unspecified)	1.9%
CC(=O)N[C@H]1C[C@@H](Cc2cc(CN(C)c3ccccc3)on2)C1(C)C	i
COc1ccc(-c2nccc3c(=O)cc(N(C)c4ccccc4)oc23)cn1	i
COc1cccc(-c2cc3c(=O)n(CCNC(=O)c4nn(C)c5ccccc45)ccn3n2)c1	?
CN1CCN(Cc2nc(C3(O)CCN(C(=O)Nc4ccc(F)cc4)CC3)cs2)CC1	3.1%[44.1 µM]
COc1cccc(CN2C(=O)CCCCC2C(=O)NC2CCS(=O)(=O)C2)c1 (stereo unspecified)	i
COc1cccc(CN2Cc3cc(NC(=O)Cc4cccs4)ccc3OC(C)C2=O)c1OC (stereo unspecified)	?
CCc1nnc(NC(=O)c2nc(S(C)(=O)=O)ncc2Cl)s1	i
O=C(NC1CCCc2c1[nH]c1c(Cl)cccc21)c1ccccn1 (stereo unspecified)	?
CN(C)C[C@@H]1CN(Cc2ccccn2)C[C@H]1NC(=O)c1cc(F)ccc1Cl	-22.9%
O=C(Nc1ccc2c(N3CCCC3)ncnc2c1)c1c(F)cccc1F	?
COc1cccc(C(=O)c2cn(CC(=O)Nc3cc(Cl)c(OC)cc3OC)c3nc(C)ccc3c2=O)c1	?
Cc1cccc(OCC(=O)NCc2ccc3c(c2)CCN3C(=O)c2ccccc2)c1	10µM*
CCC(=O)N1CCc2cc(CNS(=O)(=O)c3ccc(CC(C)C)cc3)ccc21	15.6%
COC[C@H]1CCCN1c1nc(CCN)nc2sc(C)c(C)c12	?
Cc1cc(C(=O)N2CCCCCC2c2nnc(C)o2)n(C)n1 (stereo unspecified)	3.4%
CCO[C@H]1CN(C(=O)CSc2ccc(Cl)cc2)C[C@@H]1O	4.3%

# Five structures already listed, ordered by molar mass, falling:
Compound	Pf Dd2 inh
Cc1nc2cc(C(=O)N3CCC(Cc4nncn4C(C)C)CC3)ccc2n1-c1ccc(C(C)C)cc1	?
Cc1ccccc1CCC1CCCN(C(=O)CCc2cnccn2)C1 (stereo unspecified)	i
COC[C@H]1CCCN1c1nc(CCN)nc2sc(C)c(C)c12	?
CN(CC1CCOCC1)C(=O)NCCc1ccccc1	-26.1%
CN(Cc1ccsc1)C1CCc2ccccc21 (stereo unspecified)	-13.3%[44.1 µM]

# Next section:
Compound	Pf Dd2 inh
CN(C)C[C@@H]1CN(C)C[C@H]1NC(=O)c1ccc(F)cc1F	-5.6%
CN1CCc2nc3sc(C(=O)c4ccc(F)cc4)c(N)c3cc2C1	-7.1%
O=C(NCc1ccccc1Cl)c1cc2n(n1)CC(c1ccc(Cl)cc1)OC2 (stereo unspecified)	-10.8%
COc1ccc(NC(=O)CSc2nnc(NC(=O)Nc3ccc(OC)cc3)s2)cc1	i
Cc1onc(-c2ccccc2)c1C(=O)N1CCCC2(CCOC2)C1 (stereo unspecified)	7.7%
Cn1ncc(N2CCC(C(=O)NCc3cc(F)ccc3F)C2)cc1=O (stereo unspecified)	13.3%
COc1ccccc1NC(=O)N1CCc2cc(OC)c(OC)cc2C1CNC(=O)c1ccco1 (stereo unspecified)	7.08µM*
CN(C)C(=O)c1n[nH]c2c1CN(C(=O)c1ccccc1Br)CC2	-5.7%
COc1cccc(CNC(=O)CSc2nnc(C)c3c(C)n(-c4ccccc4)nc23)c1OC	40.8%[activator][5.79 µM]
CCc1ccccc1CN1CCC2(Cc3ccccc3CNC2=O)C1 (stereo unspecified)	?
COc1ccc(CNC[C@H]2C[C@@H]3CCN2C[C@@H]3c2cc(-c3cccs3)nn2C)cc1	?
Cc1ncsc1CN1C[C@@H](NC(=O)c2cccnc2)C[C@H]1CO	9.3%
CCc1ccc(NS(=O)(=O)c2c(C)nc3sc(CC)nn3c2=O)cc1	-22.1%
CN(C)CCNc1ncnc2c1cnn2-c1cccc(Cl)c1	18.1%
Cc1noc2c(NCCc3ccccn3)cc(-c3cccnc3)nc12	-9.2%[44.1 µM]
Cc1cnc(C(=O)N[C@@H]2CCC[C@@H]2C(=O)Nc2cccc(C(C)C)c2)cn1	i
Cc1nnc(-c2cc(-c3ccccc3Oc3ccccc3)ccn2)n1C1CCN(C)CC1	i
COc1cccc(C(=O)NC2CCN(c3cn[nH]c(=O)c3)CC2)c1	7.6%
COc1cc(F)ccc1-c1nc(-c2c(C)noc2C)cc2c1cc(C)n2C	-2.0%[44.1 µM]
Cc1nnc(NC(=O)c2cccn(Cc3ccccc3)c2=O)s1	i
O=C(Nc1ccc(F)cc1F)C1CN(S(=O)(=O)c2cccnc2)CC12CCCCC2 (stereo unspecified)	i
CC(C)(C)c1ccnc(N[C@H]2CO[C@H]3[C@@H]2OC[C@@H]3NC(=O)c2cccs2)n1	-8.6%[44.1 µM]
CCC(CC)n1c(=O)n(CCC(N)=O)c2cc(C(=O)O)cnc21	-6.2%
COc1cc(OC)c(NC(=O)Cn2ccn3nc4c(c3c2=O)CCCC4)cc1Cl	i
Cn1nc(C(=O)NCc2ccccc2Cl)c2c1-c1ccccc1SC2	9.7%
Cc1ccc2c(c1)c(=O)c(S(=O)(=O)c1ccc(F)cc1)cn2CC(=O)Nc1ccc2c(c1)OCO2	-25.0%
O=C(Cc1c[nH]c2ncc(-c3ccccc3)cc12)N1CCN(c2ccccn2)CC1	i
COc1cc(NS(=O)(=O)c2ccc3[nH]c4c(c3c2)CCCC4)cc(OC)c1OC	-3.4%
COc1cccc2cc(-c3nnc(Nc4c(F)cccc4F)s3)c(=O)oc12	2.4%
Cc1cc(C(=O)N2CCC(c3nccn3Cc3ccncc3)CC2)c(C)o1	5.7%
O=C(CCS(=O)(=O)c1nc(-c2ccc3c(c2)OCO3)cc(C(F)(F)F)n1)Nc1ccccc1F	42.3%[activator][5.79 µM]
O=C(C1CCc2nnc(-c3ccc(Cl)cc3Cl)n21)N1CCN(c2ncccn2)CC1 (stereo unspecified)	5.5%

# From PubChem BioAssay
